Screening results: PubChem, Broad Institute
GSIS activator: GLuc luminescence reporter in INS-1E cells, primary screen for activators of glucose-dependent secretion of insulin | INS-1E GLuc reporter insulin secretion, 2-3 h | activation, % at 16.6 µM | 0.61% of 370,000 active | AID 743287;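 active means lowest replicate activation of at least 40%, so every replicate reaches that level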;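 further: 0% = median of neutral control wells and 100% = median of IBMX positive control wells; some compounds called inactive have numbers as strong as hits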
ARNT TACC3 PPI: disruptors of human ARNT/TACC3 interaction; Q9Y6A5; AlphaScreen His-ARNT PAS-B/GST-TACC3 binding, luminescence; TACC3 fragment carries E629A point mutation; inhibition, % at 9.99 µM; 0.66% of 390,000 active; AID 623870;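 active means mean inhibition of replicates at least 50% and at least half of replicates each reaching 50%; inconclusive means half or more replicates reach 50% but mean below 50%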;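 further: 0% = complete ARNT plus TACC3 wells and 100% = ARNT alone without TACC3; many hits fall short of the cut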
Xi reactivation: X-chromosome reactivation activator; XiGFP mouse fibroblasts, % GFP-positive cells imaging, 3 d; cells co-treated with 5-aza-dC sensitizer; scaled so ellipticine positive control = 100%; activation, % at 7.58 µM; 0.055% of 360,000 active;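 active means mean normalized replicate activation at least 10% and every replicate at or above 10%; inconclusive means only one of the two criteria met; inactive means mean below 10% and not all replicates reach 10%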;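 further: 0% = median of on-plate neutral control wells and 100% = ellipticine 6 µM median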
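System: 68-5-11 XiGFP fibroblast line; Timing: 3 days compound exposure; Compound dosing: one concentration, pinned; Benchmarks: positive control ellipticine, 6 µM final; Buffer or medium: DMEM containing 5-aza-dC.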
F508del corr: correctors of CFTR F508del function in bronchial epithelial cells; 0.36% of 350,000 active; activity (quench increase), % at 7.58 µM; CFBE cells, YFP halide quenching; stimulated with forskolin plus potentiator P3; % fluorescence drop versus neutral controls;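 active means mean added fluorescence quench of at least 8% versus neutral control, with both replicates also reaching 8%; inconclusive means only one of the mean or replicate conditions met; inactive means mean below 8% and not both replicates reaching 8%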;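 further: cells transiently co-express mutant CFTR-F508del with the halide-sensitive YFP; corrector assay measuring rescue of mutant channel to the surface after 24 h compound exposure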
ERp5 inh: inhibitors of human ERp5. Q15084. inhibition, % at 9.99 µM. ERp5 insulin aggregation, absorbance 650 nm, 90 min. 0.05% of 350,000 active;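 active means mean replicate inhibition above about 25%, with every replicate also reaching it, limit read from the data, passing the limit was not always enough; inconclusive means only one of those two criteria met; inactive means neither criterion met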
Target sequence (Q15084 whole entry, looked up): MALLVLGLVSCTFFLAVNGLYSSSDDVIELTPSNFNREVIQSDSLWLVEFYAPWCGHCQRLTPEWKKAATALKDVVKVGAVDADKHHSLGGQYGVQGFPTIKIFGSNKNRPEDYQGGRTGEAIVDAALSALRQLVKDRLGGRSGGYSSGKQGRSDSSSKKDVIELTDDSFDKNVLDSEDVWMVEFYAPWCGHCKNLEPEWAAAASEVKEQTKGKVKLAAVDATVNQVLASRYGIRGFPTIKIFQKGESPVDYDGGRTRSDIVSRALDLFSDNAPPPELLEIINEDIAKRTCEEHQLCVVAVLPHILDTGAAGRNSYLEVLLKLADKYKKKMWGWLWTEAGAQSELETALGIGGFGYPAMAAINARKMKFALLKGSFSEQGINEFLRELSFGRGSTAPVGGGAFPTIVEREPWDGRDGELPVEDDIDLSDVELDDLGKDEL
DENV2 CPE rescue: DENV2-induced cell death inhibition. DENV2-infected cells, cytopathic effect rescue, plate reader. 1.7% of 350,000 active. CPE inhibition, % at 9.99 µM; in the data active means CPE inhibition above about 20%, passing the limit was not always enough; inconclusive means no clear call, values can overlap the other calls; tested in BHK-21 cells;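 further: 0% = median of neutral control wells and 100% = median of positive control wells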
EWS-Fli inh: blocks EWS/Fli oncoprotein-driven transcription. A673 NR0B1-luciferase reporter, viability-normalised. inhibition, % at 12.6 µM. 0.67% of 350,000 active. AID 651661;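 active means mean inhibition of at least 50% after viability correction, with every replicate also passing that limit; inconclusive means mean reaches 50% but only one of two replicates passes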;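 further: firefly luciferase signal divided by Alamar Blue viability fluorescence both relative to DMSO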
PAX8 reporter: lowers PAX8-driven luciferase in RMG-I cells | inhibition, % at 12.6 µM | RMG-I TPO-luciferase reporter, SteadyGlo, 24 h | AID 652154 | 1.2% of 360,000 active;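 active means mean replicate inhibition at least 60% with every replicate also reaching 60%; inconclusive means only one of the two criteria is met; inactive means mean below 60% and not all replicates reaching 60%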;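 further: luciferase light reporting Pax8 driven TPO promoter activity; plate controls were median of neutral control wells for no effect and mitoxantrone controls for full effect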
* marks the source's active call; other numbers are inactive results; ? = inconclusive; / = not tested or not shown; & = joins results of further samples. Outcome played no part in choosing rows; overall some 4.2% were active at least once.

SMILES	GSIS activator	ARNT TACC3 PPI	Xi reactivation	F508del corr	ERp5 inh	DENV2 CPE rescue	EWS-Fli inh	PAX8 reporter
COc1ccc(CNC(=O)CS(=O)(=O)Cc2nc(-c3ccc(OC)cc3)oc2C)cc1	11.0	1.9	0.1	0.4	-5.6	-0.1	-1.6	18.5
COc1ccc(S(=O)(=O)N(C)C[C@@H]2Oc3c(NC(=O)Nc4c(C)noc4C)cccc3C(=O)N([C@H](C)CO)C[C@H]2C)cc1	-7.9	/	-0.2	-1.3	/	/	-10.1	/
C[C@H](CO)N1C[C@H](C)[C@@H](CN(C)Cc2ccc(-c3ccccc3)cc2)Oc2ccc(NC(=O)CCC(F)(F)F)cc2C1=O	-7.6	1.3	-0.6	-0.7	-3.6	-4.0	-3.4	/
CCN(CC)CC#CCC(O)(c1ccccc1)c1ccccc1	-10.4	-4.8	-0.7	-3.0	-2.0	-2.1	9.4	18.2
CN(Cc1cnccn1)Cc1ccccc1OCC(O)CN1CCc2ccccc2C1 (stereo not drawn)	-17.2	0.1	0.0	3.5	0.1	-3.5	14.9	-185.5
COc1ccc(N(CC(=O)Nc2ccc(S(=O)(=O)N3CCOCC3)cc2)S(C)(=O)=O)cc1OC	3.0	/	0.1	-4.0	2.1	16.6	5.0	-1.2
O=C1OCCOC2CCCc3oc(-c4ccccc4)c1c32 (stereo not drawn)	16.1	/	0.0	1.3	-0.9	7.5	10.7	-12.7
O=C(Oc1ccc(F)cc1)c1ccc2c(=O)n3c(nc2c1)CCC3	1.7	0.9	0.1	-0.7	4.8	-7.7	3.7	4.3
COc1ccc(CN(C)C[C@@H]2OCCCC[C@@H](C)Oc3ccc(NC(=O)CCCN(C)C)cc3C(=O)N([C@H](C)CO)C[C@@H]2C)cc1	7.0	-3.7	0.2	1.9	-5.5	-1.5	-3.2	-6.2
COc1ccc(CCNC(=O)Cn2nnc(C(=O)Nc3cc(C)ccc3C)c2N)cc1OC	6.4	1.9	-0.1	2.0	-3.0	-1.2	/	5.1
CC(OC(=O)c1ccccc1C(=O)N(C)C1CCCCC1)C(=O)NC1(C#N)CCCCC1 (stereo not drawn)	-22.5	0.5	0.3	-0.3	4.7	2.7	-0.9	-13.1
CSC[C@H]1CN(Cc2ccccc2)C(=O)[C@@H]1CC(=O)Nc1ccccc1	-26.2	/	0.0	-2.8	-4.9	-2.0	-7.8	-0.8
CCOC(=O)CC(NS(=O)(=O)c1ccc(OC)c(C)c1)c1cccc([N+](=O)[O-])c1 (stereo not drawn)	-11.7	-3.0	-0.3	/	-2.3	/	-5.7	6.4
COCc1cn(CC[C@H]2CC[C@@H](NC(=O)Nc3ccc(Cl)cc3)[C@@H](CO)O2)nn1	3.5	-1.4	-0.6	0.7	-4.8	16.5	5.6	-23.9
CCC(=O)N[C@H]1CC[C@@H](CC(=O)NCc2cc(F)cc(F)c2)O[C@@H]1CO	24.2	-24.7	-0.3	0.6	2.1	2.0	-0.9	-2.8
COc1ccc(C(C#N)N2CCC(c3ccccc3)=N2)cc1OC (stereo not drawn)	11.6	-5.7	0.1	1.6	-8.8	5.4	-6.4	-9.8
CC(C)CC#Cc1ccc2c(c1)O[C@H](CN(C)Cc1ccc(F)cc1)[C@H](C)CN([C@@H](C)CO)S2(=O)=O	-16.0	-2.4	0.6	0.7	5.1	15.7	18.3	59.7
C[C@@H]1CN([C@H](C)CO)C(=O)Cc2cc(NS(=O)(=O)c3ccc(F)cc3)ccc2O[C@H]1CN(C)Cc1ccc(C(=O)Nc2ccccc2N)cc1	15.8	/	0.2	-0.4	-4.6	8.5	3.1	7.7
O=C(Nc1nnc(C2=COCCO2)o1)c1cccc(C(F)(F)F)c1	11.5	41.1	0.2	0.8	5.4	-3.7	/	-4.9
Cc1cc(C(=O)Nc2c(F)c(F)c(F)c(F)c2F)n(-c2ccccc2)n1	4.8	10.8	0.1	/	9.2	-3.0	-2.8	-3.6
C#Cc1ccc(NC(=O)C2(C)CCN2C(=O)Cc2ccc(C(C)C)cc2)cc1 (stereo not drawn)	-28.5	/	0.1	3.2	0.7	-2.0	31.5	31.2
CN1CCN(S(=O)(=O)c2ccc3c(c2)C(C)(C)C(=O)N3C)CC1	7.7	-3.4	-0.1	2.0	3.1	4.5	-0.9	6.1
COc1cccc(NC(=O)C2CCN(S(=O)(=O)c3ccc4c(c3)NC(=O)CO4)CC2)c1	-11.2	-0.1	0.0	-0.3	3.7	-6.5	/	-5.3
Cc1cc(NC(=O)CSc2nnc(C)n2C)no1	-3.1	-0.9	0.1	-0.5	2.2	?	0.3	7.5
C[C@@H]1CCCCO[C@H](CN(C)C(=O)C2CCCCC2)[C@H](C)CN([C@@H](C)CO)C(=O)c2cc(NC(=O)CCCN(C)C)ccc2O1	1.6	0.0	-1.0	3.3	/	8.5	-7.0	0.0
CCOC(=O)C1(Cc2cccc(Cl)c2)CCCN(C(=O)c2cnn(CC)c2)C1 (stereo not drawn)	0.9	-5.9	-0.1	-2.3	8.0	7.6	/	-43.5
COc1ccc(N(CC(=O)Nc2cc(Cl)ccc2OC)S(=O)(=O)c2c(C)[nH]c(=O)[nH]c2=O)cc1	-19.1	/	0.0	-0.2	-3.6	-6.3	8.1	7.0
Cc1ccc(S(=O)(=O)/N=C(\CCl)N2CCOCC2)cc1	2.2	16.2	0.0	/	-1.2	-9.7	15.4	26.1
COc1ccccc1S(=O)(=O)N[C@H]1CC[C@@H](CCNC(=O)C2CCC2)O[C@H]1CO	-4.3	0.5	-0.5	-1.4	-11.8	8.4	9.7	0.0
CN(c1ccccc1)S(=O)(=O)c1cccc(NC(=O)COC(=O)C2CCCCC2)c1	-10.5	-1.4	0.0	-0.4	-1.2	11.9	8.4	-1.4
COc1ccc(NS(=O)(=O)c2cccc(NC(=O)c3ccc(Cl)nc3)c2)cc1	-27.2	5.6	0.3	2.9	4.1	-4.9	11.4	49.5
CCOC(=O)C1=C(C)Nc2ccccc2N/C1=N\S(=O)(=O)c1cccc(Cl)c1	-19.2	-5.4	-0.1	5.8	1.8	0.2	4.4	11.5
Cc1nnc(SCC2=C(C(=O)O)N3C(=O)C(NC(=O)COc4ccc(F)cc4)C3SC2)s1 (stereo not drawn)	-14.2	3.8	0.1	-4.8	-0.2	1.2	1.1	-27.1
Cc1cc(Cl)ccc1OCC(=O)Nc1cccc(S(=O)(=O)N2CCCC2)c1	-13.3	-9.7	0.0	1.2	2.6	?	5.3	-1.8
CC(C)c1cccc(C(C)C)c1NC(=O)CN1CCCC1	3.9	4.4	0.0	0.6	6.4	9.6	-4.8	18.4
O=C1C/C(=C\c2c(F)cccc2Cl)N2CCC1CC2	21.7	-7.8	0.0	-2.3	-3.0	-0.9	17.4	18.6
O=C(OCc1cccc([N+](=O)[O-])c1)c1cccnc1	15.5	-0.4	0.0	-1.2	-5.0	-15.3	-4.8	-16.2
CC1CCCC(NC(=O)CSc2ccc(F)cc2)C1C (stereo not drawn)	7.5	-3.0	0.1	-2.9	-6.9	18.8	0.5	-10.4
C[C@H]1CN([C@@H](C)CO)C(=O)CCCn2nncc2CO[C@H]1CN(C)C(=O)Cc1ccccc1	-7.0&-5.4	8.7&2.3	0.1&0.0	-0.6&0.1&0.0	7.5&-8.0&-1.5	-9.9&5.3&-2.2	-5.2&0.1&-6.8	-7.7&-11.3
CN(C(=O)c1ccccc1Cl)c1ccccc1C(=O)NCCc1ccccc1	-17.9	/	0.0	0.7	3.0	-5.7	2.1	3.7

A draw from above in order of heavy-atom count, falling.
SMILES	GSIS activator	ARNT TACC3 PPI	Xi reactivation	F508del corr	ERp5 inh	DENV2 CPE rescue	EWS-Fli inh	PAX8 reporter
COc1ccccc1S(=O)(=O)N[C@H]1CC[C@@H](CCNC(=O)C2CCC2)O[C@H]1CO	-4.3	0.5	-0.5	-1.4	-11.8	8.4	9.7	0.0
Cc1cc(Cl)ccc1OCC(=O)Nc1cccc(S(=O)(=O)N2CCCC2)c1	-13.3	-9.7	0.0	1.2	2.6	?	5.3	-1.8
CN1CCN(S(=O)(=O)c2ccc3c(c2)C(C)(C)C(=O)N3C)CC1	7.7	-3.4	-0.1	2.0	3.1	4.5	-0.9	6.1
Cc1ccc(S(=O)(=O)/N=C(\CCl)N2CCOCC2)cc1	2.2	16.2	0.0	/	-1.2	-9.7	15.4	26.1
O=C1C/C(=C\c2c(F)cccc2Cl)N2CCC1CC2	21.7	-7.8	0.0	-2.3	-3.0	-0.9	17.4	18.6

The results go on:
SMILES	GSIS activator	ARNT TACC3 PPI	Xi reactivation	F508del corr	ERp5 inh	DENV2 CPE rescue	EWS-Fli inh	PAX8 reporter
COc1ccc(-n2nc3c(c2NC(=O)COc2ccccc2)CS(=O)C3)cc1 (stereo not drawn)	-5.0	-11.4	-0.2	-0.9	3.1	4.2	/	3.2
CC(C)NC(=O)NCC[C@@H]1CC[C@@H](NC(=O)Nc2ccccc2)[C@@H](CO)O1	5.2	/	0.4	0.0	0.3	0.9	-11.1	-15.8
O=C(CS(=O)(=O)c1ccc(F)cc1)Nc1nccs1	-1.0	-2.1	-0.3	0.0	-2.4	-2.7	-4.7	0.3
C[C@H](CO)N1C[C@H](C)[C@H](CN(C)S(C)(=O)=O)OCCCC[C@H](C)Oc2ccc(NC(=O)CCC(F)(F)F)cc2C1=O	24.2	-3.6	0.1	-6.7	3.5	11.2	-4.6	3.3
COc1ccc(C)cc1S(=O)(=O)NNc1nc(C)cc(C)n1	/	4.0	-0.2	-1.5	-3.2	-8.6	3.7	-3.5
Cc1nn(-c2ccc(N3CCCCC3)nn2)c(C)c1CCC(=O)Nc1ccccc1F	-2.2	6.2	0.1	0.9	0.4	-2.8	/	-93.0
CC(=O)N1CC2(CC(c3ccccc3C(F)(F)F)=NO2)CN1c1ccc(Cl)cc1 (stereo not drawn)	-29.4	/	0.0	-1.8	-0.1	13.7	5.1	10.9
CCOC(=O)C1CCCN(C(=O)c2ccc3nc(-c4ccc(OC)c(OC)c4)c(-c4ccc(OC)c(OC)c4)nc3c2)C1 (stereo not drawn)	-19.5	-19.1	0.0	-4.8	12.5	15.3	22.2	4.9
CC(=O)Cn1cnc2c(cnn2-c2ccc(C)c(C)c2)c1=O	20.6	-9.8	0.0	1.5	-0.1	2.2	-58.4	-118.1
CN(C)C(=O)c1cccc(-c2cccc(-c3nc(C(=O)NC4CCCCC4)cc4c3[C@H](CCO)N([S@@](=O)C(C)(C)C)C4)c2)c1	-18.9	-0.8	-0.1	0.9	-0.5	4.7	16.2	26.4
Cc1cc2oc(C(=O)NCc3ccccc3)cc(=O)c2cc1C	26.1	31.8	0.2	-1.9	-1.8	6.4	7.5	22.7
Oc1csc(Cc2nc(-c3ccc(Br)cc3)cs2)n1	-0.1	-3.5	0.0	-1.3	4.6	/	-107.6	-155.8

Some of the entries so far, with each value named.
COc1ccc(C)cc1S(=O)(=O)NNc1nc(C)cc(C)n1
- GSIS activator: /
- ARNT TACC3 PPI: 4.0
- Xi reactivation: -0.2
- F508del corr: -1.5
- ERp5 inh: -3.2
- DENV2 CPE rescue: -8.6
- EWS-Fli inh: 3.7
- PAX8 reporter: -3.5
Cc1nn(-c2ccc(N3CCCCC3)nn2)c(C)c1CCC(=O)Nc1ccccc1F
- GSIS activator: -2.2
- ARNT TACC3 PPI: 6.2
- Xi reactivation: 0.1
- F508del corr: 0.9
- ERp5 inh: 0.4
- DENV2 CPE rescue: -2.8
- EWS-Fli inh: /
- PAX8 reporter: -93.0
